Screens deposited in PubChem by Broad Institute.
LGR2 inh: Drosophila LGR2 receptor signaling inhibition. HEK293 LGR2, CRE-luciferase, bursicon-stimulated, 4 h. inhibition, % at 9.99 µM. hit rate 0.35% among 380,000. AID 720647;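 active means drop in luminescence signal, shown as inhibition above about 50% in the replicate tests, limit read from the data, passing the limit was not always enough; inconclusive means probably only some replicates passing the limit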;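 further: agonist challenge used bursicon conditioned medium at about half maximal strength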
SIRT5 block: blocks human SIRT5 desuccinylation of peptide | inhibition, % at 15 µM | Q9NXA8 | hit rate 1.1% among 330,000 | Purified SirT5, succinyl-peptide AMC, trypsin-coupled fluorescence; in the data active means inhibition above about 15%; inconclusive means no clear call, values can overlap the other calls
Target sequence (Q9NXA8 whole entry, looked up): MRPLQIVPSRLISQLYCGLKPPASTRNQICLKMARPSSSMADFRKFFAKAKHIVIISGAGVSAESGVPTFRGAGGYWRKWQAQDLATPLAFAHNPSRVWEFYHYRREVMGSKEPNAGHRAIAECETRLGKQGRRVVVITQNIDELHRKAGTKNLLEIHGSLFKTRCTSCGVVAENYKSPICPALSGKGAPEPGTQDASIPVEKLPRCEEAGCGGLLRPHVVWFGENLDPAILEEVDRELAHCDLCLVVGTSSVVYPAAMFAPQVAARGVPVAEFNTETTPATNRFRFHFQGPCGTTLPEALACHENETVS
esBAF inh: blocks esBAF chromatin remodeling in mouse ES cells. Bmi1-luciferase knock-in reporter, 24 h; 100% = twice the neutral-well signal. reporter increase, % at 12.5 µM. hit rate 2% among 350,000. AID 602393; in the data active means activation above about 40%; inconclusive means no clear call, values can overlap the other calls;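 further: 0% = median of the plate's neutral control wells and 100% = double that signal; a rise in the Bmi1 reporter signal indicates esBAF inhibition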
S100A4 MyoIIA: S100A4-myosin IIA interaction inhibition | P26447 | S100A4/TAMRA-MyoIIA peptide fluorescence polarization | inhibition, % at 10.7 µM | hit rate 0.14% among 360,000;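 active means mean inhibition of at least 70% across replicates, with every replicate also reaching that level; inconclusive means mean inhibition reaches 70% but some replicates fall short; inactive means mean inhibition below 70%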
Target sequence (P26447 whole entry, looked up): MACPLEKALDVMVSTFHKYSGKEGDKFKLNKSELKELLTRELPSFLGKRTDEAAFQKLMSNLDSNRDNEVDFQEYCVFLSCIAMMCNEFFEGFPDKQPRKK
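Material: S100A4 monomer protein / Buffer or medium: 50 mM HEPES pH 7.2, 10 mM CaCl2, 100 mM KCl / Times: 5 min incubation before reading / Benchmarks: neutral control DMSO, positive control TFP / Reagent: labelled myosin peptide probe, 5 nM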
Statin myotox sup: protects C2C12 myotubes from simvastatin toxicity; ATP luminescence, 48 h; scaled: DMSO 0, geranylgeraniol control 100; rescue of ATP level, % at 7.49 µM; hit rate 0.78% among 330,000; AID 602340;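 active means mean ATP rescue above about 67%, or every replicate alone reaching that limit, limit read from the data, passing the limit was not always enough; inconclusive means no clear call, values can overlap the other calls; inactive means mean under the limit and some replicate under it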;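 further: myotubes were challenged with 10 µM simvastatin during compound exposure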
Casp6 inh: blocks human caspase-6 cleavage activity | P55212 | purified caspase-6, Z-VEID-R110 cleavage fluorescence | inhibition, % at 12.5 µM | hit rate 0.53% among 350,000 | AID 686996;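 active means mean inhibition across replicates at least about 35%, with every replicate also reaching that limit, limit read from the data; inconclusive means only one of the two criteria met; inactive means neither criterion met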;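 further: 0% = median of neutral control wells and 100% = no fluorescence left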
Target sequence (P55212 24-179 limits assumed): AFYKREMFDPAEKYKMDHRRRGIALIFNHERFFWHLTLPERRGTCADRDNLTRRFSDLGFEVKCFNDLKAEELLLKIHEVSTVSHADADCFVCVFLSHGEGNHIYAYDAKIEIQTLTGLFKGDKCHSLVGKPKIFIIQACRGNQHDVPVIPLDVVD
Target sequence (P55212 194-293 limits assumed): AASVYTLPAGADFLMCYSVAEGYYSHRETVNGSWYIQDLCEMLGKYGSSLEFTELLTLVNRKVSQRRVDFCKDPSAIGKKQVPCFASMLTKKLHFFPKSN
FN deposit inh: fibronectin deposition inhibition | AH1F fibroblasts, Alexa488-fibronectin deposition fluorescence, overnight | inhibition, % at 12.6 µM | hit rate 0.086% among 350,000;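 active means mean inhibition across replicates of 30% or more, regardless of how many single replicates reach that level; inconclusive means mean under 30% yet at least half of replicates reach 30%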;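 further: positive control wells lacked labelled fibronectin entirely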
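Test system: AH1F fibroblast monolayer depositing Alexa488-labelled fibronectin into matrix. Input: 10000 cells per well. Technique: fluorescence, ex 485 nm, em 525 nm. Buffer or medium: DMEM plus 2% serum, read in PBS. Timing: 1 h cell adhesion before compound, then overnight fibronectin incubation. Compound: single dose, pinned. Read-out basis: inhibition from reduced deposited-fibronectin fluorescence.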
* = called active by the depositor; ? = inconclusive; · = not tested or not shown.

SMILES | LGR2 inh | SIRT5 block | esBAF inh | S100A4 MyoIIA | Statin myotox sup | Casp6 inh | FN deposit inh
COc1cccc(-c2nnc(-c3ccccc3[N+](=O)[O-])o2)c1 | -88.1 | -1.2 | · | 5.5 | · | -3.6 | -2.5
C[C@@H]1CCCCO[C@@H](CN(C)C(=O)NC2CCCCC2)[C@@H](C)CN([C@@H](C)CO)C(=O)c2cc(N(C)C)ccc2O1 | -16.6 | -0.5 | 0.4 | 1.0 | 6.6 | -0.1 | ·
COc1cc(NC(=O)c2ccco2)c(OC)cc1NC(=O)CSc1nnc(-c2cccs2)n1C | · | · | 5.7 | · | 3.1 | · | 7.3
COc1ccccc1/C=C/C=N/NC(=O)CCn1nnc2ccccc21 | -0.4 | 1.9 | 13.8 | 1.7 | -6.6 | 5.4 | -10.7
O=Cc1cccn1-c1c(C(=O)O)cnn1-c1ccccc1 | 1.9 | 3.7 | -6.9 | 2.6 | 16.9 | 6.4 | -3.6
CCCNC(=O)C(Cc1cccc(C#N)c1)NC(=O)c1ccc(C#N)cc1 (stereo not given) | -8.8 | · | -0.3 | 1.6 | -3.8 | 0.6 | -2.5
Cc1ccccc1NC(=S)N(Cc1ccccc1)Cc1cccnc1 | -2.6 | 2.2 | · | -11.6 | · | 0.1 | ·
CC1Cc2ccccc2N1CC(=O)Nc1cc(S(=O)(=O)N2CCOCC2)ccc1Cl (stereo not given) | 5.1 | · | 4.9 | -2.6 | 1.0 | -6.7 | 3.8
C[C@@H]1CN([C@@H](C)CO)C(=O)Cc2cc(NC(=O)Nc3ccccc3)ccc2O[C@@H]1CN(C)C(=O)Nc1ccc(F)cc1 | 10.4 | -3.2 | 2.9 | -0.1 | 1.7 | -0.9 | ·
COc1cc(N/C=C2\CC(=O)NC(C)=C2C#N)cc(OC)c1OC | -0.1 | -7.6 | · | 2.6 | · | 0.5 | ·
O=C1N[C@@H](Cc2c[nH]c3ccccc23)COC(=O)[C@@H](Cc2ccc(F)cc2)C/C=C\C[C@H]1CC(=O)N(CCO)Cc1ccccc1 | 20.5 | -3.0 | 6.6 | 3.8 | 5.8 | -1.7 | -8.7
O=c1[nH]c(-c2ccccc2)cn1C1CCN(Cc2ccc(-c3nc4ccc(Br)cc4nc3-c3ccccc3)cc2)CC1 | -2.1 | · | · | -2.2 | · | -0.8 | -1.4
Cc1ccc(CNC(=S)NC2CCCCC2)cc1 | 7.2 | · | · | 0.2 | · | -1.2 | 1.3
C[C@@H]1CN([C@@H](C)CO)C(=O)Cc2cc(NC(=O)Cn3cnnn3)ccc2O[C@@H]1CN(C)S(C)(=O)=O | -14.5 | · | -0.6 | · | -3.3 | · | ·
Nc1c(NCCCN2CCOCC2)c2ccccc2oc1=O | 3.1 | 0.2 | 0.6 | 3.4 | -9.8 | -7.0 | ·
Cc1ccc(OCCCCN2CCc3ccccc3C2)c(C)c1 | 5.9 | -5.8 | -1.6 | 4.2 | -3.9 | -6.5 | -6.4
COc1cccc(CNC(=O)C[C@@H]2CC[C@@H](NC(=O)C3CCOCC3)[C@@H](CO)O2)c1 | 2.7 | -3.2 | -0.4 | 1.2 | 1.4 | 2.3 | -20.3
NC(=N\N=Cc1ccccc1)/C(N)=N/N=Cc1ccccc1 | -10.6 | · | 49.7* | 0.3 | 5.6 | 4.2 | -7.5
Cc1ccc(-n2nnc3c(=O)n(Cc4ccccc4C)cnc32)cc1 | 7.1 | -0.7 | -11.6 | -5.2 | -6.5 | 0.7 | -2.9
C[C@@H]1CN([C@H](C)CO)C(=O)c2cc(NC(=O)NC3CCCCC3)ccc2O[C@@H](C)CCCCO[C@H]1CN(C)C(=O)NC1CCCCC1 | 9.0 | 6.0 | 4.1 | 43.5 | · | -0.9 | -0.3
COc1ccc(/C(C)=N/NC(=O)CNC(=O)CCc2ccccc2)c(OC)c1 | -7.0 | -3.1 | · | -1.6 | · | -2.5 | -2.4
C[C@@H]1CN([C@@H](C)CO)C(=O)c2cc(NS(=O)(=O)c3ccccc3)ccc2O[C@H]1CN(C)CC1CCCCC1 | -4.3 | 0.1 | 0.6 | 8.1 | 18.2 | 0.2 | ·
CC(Oc1ccccc1)C(=O)N1CCC2(CC1)Oc1ccc(F)cc1C(=O)C21CC(c2ccc(Cl)cc2)=NO1 (stereo not given) | -3.1 | · | -5.8 | -1.4 | -9.5 | -0.1 | 17.1
O=C(CSc1nc2ccc([N+](=O)[O-])cc2[nH]1)NC1CCCCC1 | 4.4 | 9.5 | -8.2 | -4.0 | -0.3 | 5.2 | ·
N#C[C@@H]1[C@H](c2ccc(C3=CCCC3)cc2)[C@@H](CO)N1C(=O)NC1CCCC1 | 10.4 | 14.4 | 0.4 | -1.8 | 8.4 | -0.3 | -9.9
CC(NC(=O)CN1C(=O)NC(C)(c2cccc3ccccc23)C1=O)c1ccccc1 (stereo not given) | 20.1 | 1.6 | 0.4 | -0.3 | 6.2 | 6.0 | 2.1
CCc1cc2c(=O)[nH]c(COC)nc2s1 | · | -1.3 | · | -0.8 | · | 2.4 | -6.6
CCOc1ccc(-c2c(C(=O)N/N=C(\C)c3cccs3)nnn2-c2nonc2N)cc1 | -18.1 | -2.1 | -5.9 | 0.6 | -8.2 | 0.1 | 8.2
CCN(C(=O)CSc1nnc(SC(C)C)s1)C1CCS(=O)(=O)C1 (stereo not given) | 7.8 | -0.5 | 1.0 | -2.4 | 6.8 | 1.6 | 3.8
COc1ccccc1-c1ccccc1[C@H]1[C@@H](C#N)N(C(=O)CN(C)C)[C@@H]1CO | 1.3 | -4.7 | · | -7.5 | · | -1.5 | -7.6
Cc1ccccc1OCCC(=O)Nc1cc(S(=O)(=O)N2CCCCC2)ccc1N1CCN(C)CC1 | -7.8 | -0.4 | -78.7 | -0.6 | -81.8 | -12.2 | 24.5
CC(C)CNC(=O)C1(C)CCCN1C(=O)CCc1cccs1 (stereo not given) | -0.3 | · | -1.2 | 1.0 | 4.9 | 1.3 | 2.5
CN(Cc1ccccc1)C(=O)CCN1C(=O)c2cccc([N+](=O)[O-])c2C1=O | -5.4 | · | · | -5.4 | · | -3.6 | -5.6
COCC(=O)N1CC(=O)N2[C@H](CO)[C@@H](c3ccc(Br)cc3)[C@H]2C1 | -1.7 | -5.0 | · | -22.2 | · | -1.7 | ·
CC1(C(=O)Nc2cccc3c2CCCC3)CCN1C(=O)C1(c2ccccc2)CC1 (stereo not given) | · | · | -6.2 | 0.8 | 9.3 | 1.9 | 4.2
CCOC(=O)C1=C(O)CSC1=Nc1ccc(C)cc1 | 6.2 | · | 12.2 | 57.2 | 3.7 | -1.5 | -0.4
CCCCCc1c(-c2ccccc2OC)ncn1CCc1ccccc1OC | ? | · | · | -5.9 | · | 3.7 | 13.5
CCN(CC)CCCNc1oc(/C=C/c2ccccc2)nc1C#N | · | -111.1 | · | 2.9 | · | -36.4 | -0.9
O=C(Nc1cccnc1)c1ccc(-c2ccccc2)cc1 | -72.2 | 1.8 | 93.0* | -2.7 | -4.3 | -1.7 | ·
COc1ccc(Cc2nnc(NC(=O)Nc3ccc(F)cc3)s2)cc1 | -12.0 | -1.6 | 9.4 | -0.2 | -19.2 | -4.5 | -1.6
C#CCOc1ccccc1/C=N/NC(=O)c1ccccc1OCc1ccccc1 | 5.1 | 5.5 | · | 3.6 | · | 4.1 | ·
C[C@@H]1CN([C@H](C)CO)C(=O)c2cccc(NC(=O)c3nc4ccccc4s3)c2O[C@H]1CN(C)S(C)(=O)=O | -12.2 | -3.2 | 3.5 | 1.8 | · | -1.1 | ·
CCN(CC)C(=O)c1ccc(COc2ccccc2Br)o1 | -11.9 | · | 73.1* | · | -6.7 | · | ·
C[C@@H]1CN([C@@H](C)CO)C(=O)Cc2cc(NC(=O)c3ccncc3)ccc2O[C@H]1CN(C)Cc1ccc(Oc2ccccc2)cc1 | 16.5 | 11.9 | 0.4 | -4.3 | 10.9 | 3.3 | ·
Cc1ccc(N(Cc2ccccc2)C(=O)CSC(C)C(=O)Nc2cc(C)on2)cc1 (stereo not given) | 1.8 | -3.5 | 31.3 | -9.8 | 7.6 | -11.2 | ·
CO/N=C/C(C#N)=C/c1ccc(OC)cc1 | -47.6 | 0.6 | 87.7* | -2.1 | 0.2 | 0.1 | 8.9
O=C(N/C(=C/c1ccc(F)cc1)C(=O)N1CCCC1)c1ccccc1 | 7.4 | -3.2 | -1.0 | -1.4 | 12.8 | 0.7 | 7.0
COc1ccc(S(=O)(=O)N(C)C[C@@H]2OCCCC[C@H](C)Oc3ccc(NS(=O)(=O)c4cn(C)cn4)cc3C(=O)N([C@H](C)CO)C[C@@H]2C)cc1 | -6.4 | 9.8 | 2.1 | ? | · | -1.2 | -1.2
CCc1nnc(NC(=O)CSc2nc3c(c(=O)n2CC)SC(C)C3)s1 (stereo not given) | 1.7 | 5.4 | 2.7 | 0.0 | -11.7 | 0.2 | 1.6
CCc1nnc(NC(=O)c2cccc(S(=O)(=O)N3CCCCC3)c2)s1 | -0.4 | 0.3 | · | -3.1 | · | -1.0 | -1.0
CCOC(=O)c1sc2nc(C3CC3)cc(-c3ccc(F)cc3)c2c1N | · | · | -8.4 | · | 12.8 | · | -0.9
O=C(NC1CCCCCCC1)c1ccc(F)c(S(=O)(=O)N2CCOCC2)c1 | 6.2 | -3.0 | 22.1 | -3.1 | -14.7 | -1.3 | 8.4
C[C@@H]1CN([C@@H](C)CO)C(=O)c2cc(NC(=O)C3CC3)ccc2O[C@H]1CN(C)CC1CCCCC1 | 5.0 | 1.1 | -19.4 | 0.9 | 7.4 | 0.0 | ·
C[C@H]1COC(=O)[C@@H](Cc2ccc(F)cc2)C/C=C\C[C@H](CC(=O)NCCO)C(=O)N1 | -10.3 | · | 3.1 | -1.7 | -5.2 | -0.1 | -1.4
O=C(COC(=O)Cc1ccccc1)NCc1ccc2c(c1)OCO2 | -6.4 | -1.8 | -4.5 | 3.4 | 3.6 | 1.0 | 2.7
CCOC(=O)c1cc(C(=O)NNC(=O)c2cccc([N+](=O)[O-])c2)c(C)nc1C | 6.5 | -4.8 | 0.0 | -2.9 | -3.6 | -0.4 | 5.3
C#CCOCCOCCOCCNc1nc(N2CCN(C(=O)Cn3cc(CCCCN)nn3)CC2)nc(N2CCN(C(=O)Cn3cc(CCCCN)nn3)CC2)n1 | 24.3 | · | -2.5 | -2.0 | 6.8 | -98.4 | 2.5
COCCNC(=S)N1CCN(C/C=C/c2ccccc2)CC1 | -0.1 | 12.0 | · | -1.9 | · | -3.3 | ·
COc1ccc(CNC(=O)CCC2N=C3c4ccccc4N=C(SCC(=O)NCC4CCCO4)N3C2=O)cc1 (stereo not given) | 7.6 | -3.2 | -0.2 | 2.1 | 6.0 | 1.0 | -7.6
CC(C)(C)c1nnc(NC(=O)c2cccs2)s1 | -8.1 | 1.7 | · | -2.2 | · | -1.8 | -39.7
CNC(=S)N1N=C2c3ccccc3CCC2C1c1ccccc1Cl (stereo not given) | -3.1 | -5.0 | · | -11.1 | · | -5.2 | -2.7

Two entries drawn at random from the list so far:
SMILES | LGR2 inh | SIRT5 block | esBAF inh | S100A4 MyoIIA | Statin myotox sup | Casp6 inh | FN deposit inh
CCN(CC)CCCNc1oc(/C=C/c2ccccc2)nc1C#N | · | -111.1 | · | 2.9 | · | -36.4 | -0.9
CO/N=C/C(C#N)=C/c1ccc(OC)cc1 | -47.6 | 0.6 | 87.7* | -2.1 | 0.2 | 0.1 | 8.9

Not all compounds are listed, so the mix of outcomes need not match the whole.
